Source: PubChem BioAssay (National Center for Advancing Translational Sciences (NCATS))
FUS suppressor – rescues growth of FUS-expressing yeast; S. cerevisiae FUS-expressing, growth rescue, OD600, 24 h; Potency, µM (series often up to 76.6 µM), without a hit: at the top dose growth rescue (activation), most hits filed as activators; actives 0.24% (n = 390,000); AID 1347120;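 further: potency means the concentration at half of the fitted maximal effect; plate controls were DMSO vehicle for no effect and reference control for full effect; nearly all actives have a fitted effect of over 55% in size; some results filed as inactive show a strong effect at the top dose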
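Quantitative HTS measuring growth restoration of FUS-toxic yeast. Galactose-induced cells (OD 0.005) were exposed 24hr at 30C to compounds at several concentrations, then absorbance at 600 nm was recorded.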
PI5P4Ka inh – PI5P4K alpha (human) kinase inhibition; PI5P4Kalpha enzyme, ADP-Glo luminescence, 60 min; hits give low values; max response, %; actives 1.2% (n = 330,000); active means max response of -50% or lower; inconclusive means between -30% and -50%; inactive means -30% or higher; further: value at the top dose of about 77 µM; on the % scale 0 is the no-effect control and ±100 the full control effect
Target sequence (P48426 whole entry, looked up): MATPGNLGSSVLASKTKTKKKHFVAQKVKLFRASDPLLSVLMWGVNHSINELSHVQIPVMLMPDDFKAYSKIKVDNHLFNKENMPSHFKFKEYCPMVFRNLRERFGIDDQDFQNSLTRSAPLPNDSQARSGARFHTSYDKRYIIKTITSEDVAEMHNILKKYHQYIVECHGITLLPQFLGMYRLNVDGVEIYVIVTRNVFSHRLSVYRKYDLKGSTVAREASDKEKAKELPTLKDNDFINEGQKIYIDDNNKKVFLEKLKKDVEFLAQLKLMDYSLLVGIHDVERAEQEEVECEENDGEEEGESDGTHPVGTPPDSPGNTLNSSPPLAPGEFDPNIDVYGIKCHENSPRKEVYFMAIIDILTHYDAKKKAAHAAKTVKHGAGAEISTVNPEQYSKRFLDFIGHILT
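PI5P4Kalpha ADP-Glo assay; 5 microM ATP final; 60 min RT reaction; HEPES pH 7.4/EGTA/CHAPS, 5% DMSO; controls lacking substrate or enzyme; luminescent end-point.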
IL-2 act – activators of IL-2; AID 652025; activation, % (series mostly up to about 46 µM); actives 0.065% (n = 360,000); IL-2 activation reporter assay, cell-based qHTS; stimulated with anti-CD3/CD4/CD28 beads; in transgenic mouse T cells; in the data active means activation above about 50%; inconclusive means mostly about 30% to 49%; further: 0% is about no effect
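Readout: EGFP and DsRed signals by fluorescent plate cytometry. Unstimulated transgenic mouse T cells received compound 60 min before antibody-bead stimulation, then incubated 18 h at 37 degrees C.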
aSyn rescue – rescues yeast growth from alpha-synuclein toxicity. Yeast expressing alpha-synuclein, growth rescue, BacTiter-Glo, 24 h. Potency, µM (top dose mostly 46.1 µM), for inactives: at the highest dose growth rescue (activation), actives largely listed as activators. actives 0.14% (n = 370,000); further: potency means the concentration at half of the fitted maximal effect; % of control where 0% means no effect; nearly all actives have a fitted effect of over 65% in size
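Galactose-induced alpha-syn yeast (OD600=0.02, raffinose-pregrown) + pinned cpd, 24 hr, 30 deg C; growth by BacTiter-Glo luminescence. Growth restoration scores as activation.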
EPAC1 ag – activates human EPAC1 exchange factor | EPAC1 agonist qHTS, biochemical assay; response scale: 100% = response to 6.5 mM cAMP | AID 720707 | actives 0.073% (n = 360,000) | Potency, µM (titrated, usually from 154 µM), inactives show at the top dose activation, actives largely listed as activators; further: potency means the concentration at half of the fitted maximal effect; nearly all actives have a fitted effect of over 60% in size
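Nucleotide exchange by EPAC1 (100 nM) on Rap1B–BODIPY-GDP (250 nM) in the presence of 50 uM GDP is tracked fluorescently at 480/540 nm over 30 min. Signals are normalized to a 6.5 mM cAMP control.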
Abeta yeast res – restores growth of yeast expressing A-beta42 peptide | AID 1347071 | yeast expressing A-beta42, growth rescue, OD600, 48 h; response scale: 0% DMSO, 100% iron-clioquinol control | Potency, µM (top dose mostly 46.1 µM), for inactives: at the highest dose growth rescue, usual class: activators | actives 0.063% (n = 410,000); further: potency means the concentration at half of the fitted maximal effect; nearly all actives have a fitted effect of over 55% in size
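Yeast A-beta toxicity model in growth medium with pinned compounds, 48 h at 30 C; growth read as absorbance at 600 nm. Normalized to FeCl3/clioquinol equimolar mix (positive) and DMSO (negative).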
PLK1 PBD inh – blocks phosphopeptide binding to human PLK1 polo-box domain. Potency, µM, for the others: max response, negative = inhibition, usual class: inhibitors. AID 720504. actives 2.8% (n = 360,000). Plk1 PBD binding of FITC phosphopeptide, fluorescence polarization; further: potency means the concentration at half of the fitted maximal effect; series mostly up to about 57 µM; on the % scale 0 is the no-effect control and ±100 the full control effect; nearly all actives have a fitted effect of over 65% in size
Target sequence (P53350 whole entry, looked up, the tested form may be a part): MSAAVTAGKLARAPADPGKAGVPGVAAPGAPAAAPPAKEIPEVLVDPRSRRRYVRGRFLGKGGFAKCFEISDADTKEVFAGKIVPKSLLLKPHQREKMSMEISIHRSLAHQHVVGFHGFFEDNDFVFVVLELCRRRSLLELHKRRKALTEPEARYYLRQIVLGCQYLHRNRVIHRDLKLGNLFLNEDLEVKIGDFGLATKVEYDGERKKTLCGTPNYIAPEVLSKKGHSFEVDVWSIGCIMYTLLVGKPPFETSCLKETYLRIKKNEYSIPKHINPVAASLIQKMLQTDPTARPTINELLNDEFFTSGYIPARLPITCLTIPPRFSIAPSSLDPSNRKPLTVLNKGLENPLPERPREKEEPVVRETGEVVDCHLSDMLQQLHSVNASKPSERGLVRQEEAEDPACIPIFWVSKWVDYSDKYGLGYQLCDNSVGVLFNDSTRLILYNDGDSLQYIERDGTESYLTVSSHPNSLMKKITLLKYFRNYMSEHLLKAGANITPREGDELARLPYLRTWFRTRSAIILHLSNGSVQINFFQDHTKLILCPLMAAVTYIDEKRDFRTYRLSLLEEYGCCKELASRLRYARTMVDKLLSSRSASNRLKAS
WRN helicase inh – blocks human WRN helicase | Q14191 | WRN helicase unwinding, fluorescent forked duplex, kinetic | Potency, µM (highest dose often 114 µM), without a hit: at the top dose activity change, negative = inhibition, hits mostly inhibitors | actives 0.46% (n = 360,000); further: potency means the concentration at half of the fitted maximal effect; on the % scale 0 is the no-effect control and ±100 the full control effect; nearly all actives have a fitted effect of over 55% in size
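WRN at 20 nM final preincubated with compound 15 min at room temperature; reaction started with 100 nM fluorophore/quencher forked duplex oligonucleotide and 2 mM ATP final. Unwinding followed kinetically by red fluorescence (ex 525, em 598 nm).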
EPAC1 antagonist – blocks human EPAC1 exchange factor | EPAC1 GEF assay, Rap1b-BODIPY-GDP exchange fluorescence | Potency, µM (top dose mostly 115 µM), for the others: at the highest dose activity change, negative = inhibition, most hits filed as inhibitors | O95398 | actives 0.14% (n = 360,000) | AID 720709;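 further: potency means the concentration at half of the fitted maximal effect; plate controls were vehicle for no effect and positive control for full effect; nearly all actives have a fitted effect of over 50% in size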
The depositor's hits bear a star; ? = inconclusive; · = no result given; [ ] = dose if it differs, or a comment. Unless noted, the call rests on the fitted dose curve; in most records, active means well fitted curve in the direction sought with a large enough effect; inconclusive means small, poorly fitted or top-dose-only effect, or another doubt; inactive means no such curve, though single readings can be large; an effect the other way counts as inactive or inconclusive.

1. CCNC(=O)NC(=O)C(C)OC(=O)C(C)(C)Oc1ccc(Cl)cc1 (stereo not given)
2. Cc1cccc(NC(=O)/C(C#N)=C/c2cn(CC(=O)NCc3ccco3)c3ccccc23)c1
3. CCOC(=O)c1c(NC(=O)C(=O)N/N=C(\C)c2ccc(OC)cc2)sc2c1CCCCC2
4. O=C(CSc1nc2ccccc2c(=O)n1Cc1ccco1)NCCN1C(=O)CSC1=O
5. CC[C@]12c3[nH]c4cc(-c5ccco5)ccc4c3CCN1C(=O)[C@@H](CC(=O)NCCCn1ccnc1)C[C@@H]2C(=O)N1CCN(C(=O)c2ccco2)CC1
6. Cc1cc2cc(CN(Cc3ccc4c(c3)OCO4)Cc3nnnn3C3CCCC3)c(=O)[nH]c2cc1C
7. COc1ccc(C(CCN2CCCC(C)C2)c2c(OC)cc(OC)c3c(-c4ccccc4)cc(=O)oc23)cc1 (stereo not given)
8. CCOc1ccc(CNc2ccc(N3CCN(Cc4ccccc4)CC3)cc2)cc1

assay / entry,1,2,3,4,5,6,7,8
FUS suppressor,20%,·,·,23%,20%,11%,?,12%
PI5P4Ka inh,-9,-3,-7,2,-2,·,-2,5
IL-2 act,-0.4,1.8,-0.2,0.4,-0.4,-2.0,-0.5,-4.0
aSyn rescue,0%,-2%,-5%,4%,1%,1%,-1%,3%
EPAC1 ag,-11%,12%,6%,8%,1%,-1%,-4%,2%
Abeta yeast res,?,11%,5%,-5%,-1%,7%,12%,?
PLK1 PBD inh,-5%,-8%,-7%,-12%,-11%,0%,-1%,-13%
WRN helicase inh,5%,8%,-14%,-1%,-6%,-3%,0%,6%
EPAC1 antagonist,-3%,11%,-9%,-14%,-6%,-8%,-19%,4%

9. COc1c(O)cc(O)c2c(=O)cc(-c3ccccc3)oc12
10. O=C(NC1CCCCC1)C1CC(=O)N(c2cccc([N+](=O)[O-])c2)C1 (stereo not given)
11. N#C/C(=C\c1cccnc1)C(=O)Nc1cccc(Cl)c1
12. Cc1ccccc1-c1nc(C(=O)NCC2CCCO2)cc2c1[nH]c1ccccc12 (stereo not given)
13. Cc1c(O)c2ccccc2n(-c2ccccc2)c1=O
14. Cc1noc(C)c1CSCC(=O)N(C)CC(=O)Nc1cccc(F)c1
15. O=S1(=O)CC(N2CCN(Cc3ccccc3F)CC2)CN1Cc1cn(Cc2ccc(Cl)cc2)nn1 (stereo not given)
16. Cc1ccc2nc(NC(=O)C3=NN(c4ccccc4)C(=O)CC3)sc2c1

assay / entry,9,10,11,12,13,14,15,16
FUS suppressor,-11%,37%,?,29%,0%,11%,-5%,?
PI5P4Ka inh,-20,2,1,-3,-1,-4,-6,-7
IL-2 act,0.1,-0.1,0.7,-0.5,-1.2,-0.3,-0.7,0.8
aSyn rescue,1%,2%,-27%,6%,2%,-11%,-13%,-1%
EPAC1 ag,-36%[inhibitor],-5%,2%,-5%,-4%,2%,-10%,3%
Abeta yeast res,-24%,-7%,16%,9%,15%,2%,-10%,-3%
PLK1 PBD inh,-1%,-3%,-29%,-10%,0%,-8%,-3%,-1%
WRN helicase inh,3%,-2%,-3%,0%,-3%,-28%,0%,-5%
EPAC1 antagonist,0%,0%,8%,1%,5%,10%,-24%,3%

Rewritten with each value named: entries from further up.
16) Cc1ccc2nc(NC(=O)C3=NN(c4ccccc4)C(=O)CC3)sc2c1
  FUS suppressor = ?; PI5P4Ka inh = -7; IL-2 act = 0.8; aSyn rescue = -1%; EPAC1 ag = 3%; Abeta yeast res = -3%; PLK1 PBD inh = -1%; WRN helicase inh = -5%; EPAC1 antagonist = 3%

11) N#C/C(=C\c1cccnc1)C(=O)Nc1cccc(Cl)c1
  FUS suppressor = ?; PI5P4Ka inh = 1; IL-2 act = 0.7; aSyn rescue = -27%; EPAC1 ag = 2%; Abeta yeast res = 16%; PLK1 PBD inh = -29%; WRN helicase inh = -3%; EPAC1 antagonist = 8%

The listing continues.
17. CCOc1ccc(CCNC(=O)COC(=O)Cn2nc(C)c([N+](=O)[O-])c2C)cc1OCC
18. CC1(C)NC(=O)N(c2ccccc2Cl)C1(C)NO (stereo not given)
19. CCCCn1c(SCC(=O)OCC)nc2c(sc(=S)n2-c2ccccc2OC)c1=O
20. COc1ccccc1Nc1nc(NCC2CCCO2)c2ccccc2n1 (stereo not given)
21. Cc1cc(C)n(-c2nc3ccccc3c(=O)n2OCc2ccc(F)cc2)n1
22. CCOC(=O)N1CCN(C(=O)CNS(=O)(=O)c2c(C)cc(C)cc2C)CC1
23. COc1ccc2cc(CN(CC3CCCO3)S(=O)(=O)c3ccccc3Cl)c(=O)[nH]c2c1 (stereo not given)
24. CCN(CC(N)=O)S(=O)(=O)c1ccc(F)cc1

assay / entry,17,18,19,20,21,22,23,24
FUS suppressor,18%,16%,21%,14%,4%,6%,4%,-1%
PI5P4Ka inh,5,·,4,?,-1,5,·,-4
IL-2 act,-0.5,-1.6,4.3,0.7,0.2,0.5,-0.4,-0.6
aSyn rescue,-1%,1%,-15%,1%,2%,10%,8%,2%
EPAC1 ag,12%,-7%,-6%,-5%,2%,-9%,12%,8%
Abeta yeast res,-1%,-3%,-4%,-2%,5%,-3%,21%,6%
PLK1 PBD inh,-5%,-3%,4%,?,-12%,-1%,2%,0%
WRN helicase inh,-1%,8%,0%,-32%,-13%,-6%,-17%,2%
EPAC1 antagonist,0%,10%,-1%,-4%,-12%,2%,-2%,18%

25. Cc1cccc(NC(=O)CCc2nnc3ccc(N4CCC(C)CC4)nn23)n1
26. O=C(O)/C=C/C(=O)N(Cc1ccc2c(c1)OCO2)C1CC(=O)N(CCc2ccccc2)C1=O (stereo not given)
27. CC(C)(C)OC(=O)NC1CNNC1=O (stereo not given)
28. Cc1ccccc1-n1c(SCc2csc(Nc3ccccc3)n2)nnc1-c1cccnc1
29. CC(=O)OCCc1[nH]c2ccccc2c1C
30. COCc1c(C(=O)N/N=C(\C)c2ccncc2)nnn1-c1nonc1N
31. CC(=O)Nc1ccc(CC(=O)Nc2ccc3c(c2)OC2(CCCC2)O3)cc1
32. CCOc1ccc(C(=O)Nc2ccccc2OC(F)F)cc1

assay / entry,25,26,27,28,29,30,31,32
FUS suppressor,6%,8%,-17%,41%,-5%,-32%,15%,-10%
PI5P4Ka inh,-3,2,-1,3,-3,2,-5,-1
IL-2 act,-1.4,1.9,1.6,-0.2,0.7,3.0,-2.2,10
aSyn rescue,-1%,-4%,-4%,4%,-2%,0%,8%,0%
EPAC1 ag,1%,-2%,7%,0%,-7%,1%,-5%,6%
Abeta yeast res,3%,-4%,3%,15%,-3%,11%,-5%,-3%
PLK1 PBD inh,-3%,-20%,-14%,-3%,-25%,-2%,-9%,3%
WRN helicase inh,2%,-2%,8%,-4%,3%,6%,11%,7%
EPAC1 antagonist,10%,-20%,14%,-2%,-21%,-21%,8%,-7%

33. CCC(C)(C)NC(=O)Cc1ccccc1OC
34. COc1cccc(C2CC(c3ccc(Cl)cc3)Nc3nc(N)nn32)c1 (stereo not given)
35. Cc1ccc(S(=O)(=O)N2CCC[C@H]2C(=O)Oc2ccccc2)cc1
36. CC(/C=C/C(=O)c1ccc(C)cc1)=C\c1ccccc1
37. Cn1c(=O)cc(-c2ccccc2)c2ccccc21
38. O=C(Nc1nc(N2C(=O)c3ccccc3C2=O)n(-c2ccccc2)n1)c1ccc(Cl)cc1
39. CCC1=Nc2cc(C(=O)NCCN3CCCC3)ccc2Sc2ccc(C)cc21
40. Cn1c(CNS(=O)(=O)c2ccc(Br)cc2)n[nH]c1=S

assay / entry,33,34,35,36,37,38,39,40
FUS suppressor,0%,7%,3%,·,10%,23%,46%,6%
PI5P4Ka inh,3,3,1,7,·,-8,6,2
IL-2 act,-0.6,1.8,0.3,-1.7,0.1,-2.7,-2.2,-3.2
aSyn rescue,3%,-4%,-3%,-14%,3%,-2%,-4%,-2%
EPAC1 ag,-5%,1%,3%,-5%,7%,-6%,-9%,3%
Abeta yeast res,15%,-6%,-16%,1%,-13%,-15%,-9%,-2%
PLK1 PBD inh,-9%,-10%,-8%,-4%,-1%,-8%,-9%,-7%
WRN helicase inh,6%,-3%,12%,-7%,-2%,0%[57.1 µM],-4%,-1%
EPAC1 antagonist,-3%,-10%,-2%,-11%,-8%,0%,-18%,11%

41. CC(C)c1ccc(/C=C/C(=O)NC(=S)Nc2ccc(CN3CCOCC3)cc2)cc1
42. COc1ccccc1OCCCCN1CCC(C)CC1
43. O=S1(=O)CC(N2CCN(Cc3ccccc3F)CC2)CN1Cc1cn(Cc2ccccc2)nn1 (stereo not given)
44. CC(=NNC(=S)N1CCC1)c1ccccn1
45. CC(=O)c1ccc(NC(=O)c2ccc(S(=O)(=O)N3CCCC3)cc2)cc1
46. CC1CCN(C(=O)Cn2cc(C#N)c3ccccc32)CC1
47. CN=c1scc(-c2ccc(Cl)cc2)n1C
48. CCC(C)c1ccc(OCC(=O)Nc2ccc(Cl)cn2)cc1 (stereo not given)
49. O=C(/C=C/c1cn(CC(O)CN2CCCCC2)c2ccccc12)c1cccs1 (stereo not given)
50. Cc1ccc(NC(=O)NCC(c2cccnc2)N2CCOCC2)cc1 (stereo not given)

assay / entry,41,42,43,44,45,46,47,48,49,50
FUS suppressor,29%,17%,-17%,·,·,5%,-9%,15%,8%,-3%
PI5P4Ka inh,9,-6,-5,2,1,2,0,0,-7,0
IL-2 act,-1.9,-5.0,0.4,-0.6,0.0,0.5,-1.2,-2.5,0.3,-1.5
aSyn rescue,1%,2%,-9%,-66%[inhibitor],1%,-4%,1%,·,1%,5.6µM*
EPAC1 ag,2%,1%,-24%,9%,0%,-4%,-3%,-5%,13%,4%
Abeta yeast res,-56%[inhibitor],-13%,-12%,-79%[inhibitor],-16%,9%,7%,-8%,-5%,18%
PLK1 PBD inh,-12%,5%,0%,-1%,-2%,2%,-12%,-3%,8%,-12%
WRN helicase inh,?,1%,3%,-3%,1%,5%,9%,-7%,2%,1%
EPAC1 antagonist,-29%,-7%,-19%,-14%,-6%,2%,3%,0%,1%,-3%
